# Compound activity (PubChem BioAssay)
# HSP90 inh: blocks HSP90-mediated luciferase refolding in reticulocyte lysate | Rabbit reticulocyte lysate, luciferase refolding luminescence, 3 h | inhibition, % at 5.6 µM | actives 0.91% (n = 290,000);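 active = inhibition above the screen-wide mean plus 3 SD, computed separately per campaign, cut at about 16% in these data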;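 note: 0% = DMSO wells and 100% = 60 µM geldanamycin wells; inhibitors lower the luminescence because luciferase stays unfolded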
# GSK3beta inhib: blocks human GSK3beta kinase activity; activity score (negative = inhibition), % at 10 µM; GST-GSK3beta kinase, ADP-Glo luminescence, 60 min; stronger effect = lower value; P49841; actives 0.038% (n = 300,000); AID 2097;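 active = more than half of replicate wells score below -50%, meaning over 50% inhibition versus plate controls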;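 note: 0% = median DMSO wells and -100% = median GW8510 positive control wells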
# Target sequence (P49841 whole entry, looked up): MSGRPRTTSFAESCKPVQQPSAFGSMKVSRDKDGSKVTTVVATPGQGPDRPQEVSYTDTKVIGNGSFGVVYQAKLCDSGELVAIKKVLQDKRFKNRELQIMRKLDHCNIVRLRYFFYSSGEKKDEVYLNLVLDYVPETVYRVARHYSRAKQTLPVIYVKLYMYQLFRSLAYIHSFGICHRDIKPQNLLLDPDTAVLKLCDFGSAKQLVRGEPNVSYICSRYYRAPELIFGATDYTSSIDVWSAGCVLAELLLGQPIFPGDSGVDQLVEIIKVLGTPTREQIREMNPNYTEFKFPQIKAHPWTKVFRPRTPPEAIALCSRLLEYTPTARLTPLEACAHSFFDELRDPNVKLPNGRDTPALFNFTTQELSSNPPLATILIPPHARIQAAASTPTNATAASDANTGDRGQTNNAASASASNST
#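 Test system – GST-tagged human GSK3beta kinase, cell-free · Incubation – 60 min enzyme reaction, room temperature · Signal – ADP-Glo luminescence · Also added – peptide substrate and ATP at 25 µM · Controls – DMSO neutral wells and GW8510 at 20 µM as positive · Buffer or medium – Tris/MgCl2 kinase buffer · Measure – Luminescence-derived activity versus plate DMSO and GW8510 wells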
# aSyn 5UTR inh: MLPCN primary screen, SNCA 5' untranslated region; actives 0.82% (n = 300,000); alpha-synuclein 5'UTR reporter, inhibitor activity; inhibition, % (tested at 7.5 µM); in the data active = inhibition above about 60%;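 note: H4 neuroglioblastoma cells stably carrying SNCA 5'UTR luciferase fusion; 0% = DMSO wells and 100% = positive control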
# KLF5 inh: inhibitors of KLF5 expression; DLD-1 KLF5 promoter-luciferase reporter, luminescence; inhibition, % at 5 µM; actives 0.23% (n = 290,000); AID 1700;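 active = inhibition above a per-plate limit of that plate's mean compound inhibition plus 3 SD, cut at about 60% in these data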;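 note: 0% = DMSO wells and 100% = LY294002 at 200 µM; higher means less KLF5 promoter-driven luciferase light; inactives centre near -14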
# HSF1 inh: HSF1 inhibition; NIH3T3-HGL HSE-luciferase, MG132-induced, luminescence 8 h; stronger effect = lower value; activity change, negative = inhibition, % at 7.5 µM (by protocol); actives 0.77% (n = 300,000); AID 2098;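 active = more than half of replicate wells show activity change below -50%, luminescence cut by over half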;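 note: luciferase reports HSF-1 transcriptional activity via heat shock element; 0% = median of DMSO wells and -100% = zero luminescence signal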
# IEC-6 cytotox: IEC-6 cytotoxicity, counter-screen for KLF5 inhibitors; inhibition, % at 5 µM; actives 0.78% (n = 290,000); luminescence viability; AID 1825; in the data active = inhibition above about 22%;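 note: 0% = plate median of test compound wells and 100% = cytotoxic reference compound wells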
# AI-2 QS modul: modulators of Vibrio harveyi AI-2 quorum sensing system | Vibrio harveyi JMH597 AI-2 luminescence/OD600 ratio, 9 h; stronger effect = lower value; strain lacks LuxN and CqsS sensors; 0 = neutral-control median | activity change, % at 7.5 µM | actives 0.4% (n = 300,000); in the data active = activity change below about -75%, passing the limit was not always enough;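 note: luminescence divided by OD600 gain over 9 h not by final OD600 alone; inactives centre near 13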
# PolyA inh: inhibitors of polyadenylation in S. cerevisiae; calls only at 12 µM; actives 0.02% (n = 300,000); S. cerevisiae SKY197-pL101 polyadenylation reporter, beta-gal luminescence; efflux-impaired pdr1/pdr3 knockout yeast; score 100 = 6 SD above DMSO;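 active = lowest replicate activity score at least 50, where 100 means six control SD above control mean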;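 note: yeast exposed to compound for 9 h at 30 °C; higher score means more reporter readthrough which indicates perturbed polyadenylation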
# GSK3 alpha inh: human GSK-3 alpha kinase inhibition. P49840. ADP-Glo luminescence, 60 min. inhibition, % at 10 µM. actives 0.1% (n = 320,000). AID 2650;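 in the data active = inhibition above about 50%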;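 note: GST-tagged GSK-3 alpha with peptide substrate and 25 µM ATP; 0% = DMSO neutral wells and 100% = GW8510 positive control wells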
# Target sequence (P49840 whole entry, looked up): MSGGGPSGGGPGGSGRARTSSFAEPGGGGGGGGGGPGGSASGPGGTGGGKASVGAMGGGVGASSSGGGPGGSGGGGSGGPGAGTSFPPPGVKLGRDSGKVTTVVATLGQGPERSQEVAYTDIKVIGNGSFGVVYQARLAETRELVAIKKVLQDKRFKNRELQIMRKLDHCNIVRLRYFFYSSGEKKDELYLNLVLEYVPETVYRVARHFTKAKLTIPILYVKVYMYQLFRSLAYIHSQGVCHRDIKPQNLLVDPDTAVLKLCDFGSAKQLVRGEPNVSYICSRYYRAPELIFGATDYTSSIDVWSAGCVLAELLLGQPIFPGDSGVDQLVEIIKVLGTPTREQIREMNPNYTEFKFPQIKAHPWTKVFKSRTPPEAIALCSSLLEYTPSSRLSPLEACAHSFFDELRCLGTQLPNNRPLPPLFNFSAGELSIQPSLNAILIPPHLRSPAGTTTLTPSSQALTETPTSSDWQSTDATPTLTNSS
# HSF-1 act: increases HSF-1 driven luciferase reporter signal; NIH3T3-HGL HSF-1 luciferase reporter, MG132, 8 h; 100% = twice DMSO control signal; actives 1.7% (n = 300,000); AID 504408; activation, % at 9 µM;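 active = mean replicate activation of at least 50% with a set share of replicates each reaching 50%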;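 note: 0% = median of the neutral control wells and 100% = twice that signal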
# * = called active by the depositor; i = inactive; . = not tested or not shown. Not all compounds are listed, so the mix of outcomes need not match the whole.
SMILES,HSP90 inh,GSK3beta inhib,aSyn 5UTR inh,KLF5 inh,HSF1 inh,IEC-6 cytotox,AI-2 QS modul,PolyA inh,GSK3 alpha inh,HSF-1 act
CC(=O)OCCCNc1cc(SCc2ccco2)c2nonc2c1[N+](=O)[O-],1,1,-25,-30,-4,-12,34,i,1,13
CCOCc1nnc(NC(=O)CCc2ccccc2)s1,-4,-3,-11,-2,0,-4,11,i,-2,1
COc1ccc(-c2nsc3c(N4CCCCC4)ncnc23)cc1,61*,-1,85*,-24,-80*,2,0,i,-1,-83
Cc1ccc(-n2c(CSc3nc(C)cc(C)n3)nnc2SCC(=O)NCc2ccco2)cc1,-1,-5,15,-8,-4,-3,3,i,-1,5
Cc1cc(C(=O)Nc2ccccc2Cc2ccccc2)no1,0,1,-10,-25,5,4,10,i,3,5
O=Cc1ccc(C(=O)OCC(=O)Nc2ccc(F)cc2F)cc1,2,-1,10,2,0,1,17,i,-1,-1
CC(C(=O)N1CCCCC1)n1sc2ccccc2c1=O (centres undefined),1,4,-134,-39,21,2,-2,i,-3,18
Cc1ccccc1C(=O)NCC(=O)OCCCOC(=O)CNC(=O)c1ccccc1C,.,-3,0,.,-3,.,2,i,-2,-9
NC(=O)CSc1nnc(Cc2csc(Nc3ccc(F)cc3)n2)n1Cc1ccccc1,2,0,22,7,12,2,7,i,0,12
CN(CC(=O)Nc1ccc(N2CCOCC2)cc1)CC(=O)Nc1cccc(C#N)c1,-1,-3,2,-38,14,0,10,i,-1,-7
Cc1ccsc1/C=C1\CCc2ccccc2C1=O,31*,3,-165,-131,-8,4,0,i,12,-14
CC(=O)c1cc(CN2CCCCC2)cc(OC(C)C)c1,-1,-3,-5,-28,7,0,22,i,2,-12
CCCS(=O)(=O)N1CCCC(C(=O)c2cccc(Cl)c2)C1 (centres undefined),-3,1,10,5,0,-7,11,i,-3,1
CC(NC(=O)CNC(=O)Cc1cccc2ccccc12)c1ccc(S(N)(=O)=O)cc1 (centres undefined),-1,1,-17,-9,-3,0,0,i,.,-4
CSc1nc2ccsc2c(=O)n1-c1cccnc1,2,0,41,-32,-5,1,25,i,2,4
COc1ccc(N(CC(=O)Nc2ccc(Cc3ccncc3)cc2)S(=O)(=O)c2ccccc2)cc1,1,0,40,-18,2,-8,27,i,0,5
CCN(CC)C(=O)c1sc(NC(=O)c2ccncc2)c(C(=O)OC)c1C,-1,2,11,-22,-2,6,24,i,1,-18
COCCn1c(CCc2ccccc2)n[nH]c1=S,-1,0,30,-25,-6,-4,7,i,2,-3
Cc1cccc(NC(=O)c2ccc([N+](=O)[O-])cc2Cl)n1,5,0,5,-6,-2,-6,39,i,2,32
COc1cccc(N2CCN(C(=O)CCS(=O)(=O)c3ccc4c(c3)oc(=O)n4C)CC2)c1,-3,1,10,8,-1,-4,22,i,-1,8
Cc1nc2c(C(=O)NCc3ccc(F)cc3)c[nH]n2c(=O)c1Cl,-1,2,8,4,-3,4,-2,i,4,-3
CN(CC(=O)Nc1ccccc1Cl)C(=O)c1ccccc1Sc1ccccc1C#N,.,1,5,.,6,.,4,i,-2,-3
CCN1CCN(c2cc(C)c3cc(NC(=O)c4ccncc4)ccc3n2)CC1,.,3,-27,.,1,.,31,i,0,-15
O=C(Cc1ccccc1)N/N=C/c1cccnc1,-4,1,-8,-6,-7,-1,6,.,0,-7

# Laid out differently: entries from further up
smiles	HSP90 inh	GSK3beta inhib	aSyn 5UTR inh	KLF5 inh	HSF1 inh	IEC-6 cytotox	AI-2 QS modul	PolyA inh	GSK3 alpha inh	HSF-1 act
Cc1ccsc1/C=C1\CCc2ccccc2C1=O	31*	3	-165	-131	-8	4	0	i	12	-14
CC(=O)c1cc(CN2CCCCC2)cc(OC(C)C)c1	-1	-3	-5	-28	7	0	22	i	2	-12
CCCS(=O)(=O)N1CCCC(C(=O)c2cccc(Cl)c2)C1 (centres undefined)	-3	1	10	5	0	-7	11	i	-3	1
CC(NC(=O)CNC(=O)Cc1cccc2ccccc12)c1ccc(S(N)(=O)=O)cc1 (centres undefined)	-1	1	-17	-9	-3	0	0	i	.	-4
CSc1nc2ccsc2c(=O)n1-c1cccnc1	2	0	41	-32	-5	1	25	i	2	4
COc1ccc(N(CC(=O)Nc2ccc(Cc3ccncc3)cc2)S(=O)(=O)c2ccccc2)cc1	1	0	40	-18	2	-8	27	i	0	5
CCN(CC)C(=O)c1sc(NC(=O)c2ccncc2)c(C(=O)OC)c1C	-1	2	11	-22	-2	6	24	i	1	-18
COCCn1c(CCc2ccccc2)n[nH]c1=S	-1	0	30	-25	-6	-4	7	i	2	-3
Cc1cccc(NC(=O)c2ccc([N+](=O)[O-])cc2Cl)n1	5	0	5	-6	-2	-6	39	i	2	32
COc1cccc(N2CCN(C(=O)CCS(=O)(=O)c3ccc4c(c3)oc(=O)n4C)CC2)c1	-3	1	10	8	-1	-4	22	i	-1	8
Cc1nc2c(C(=O)NCc3ccc(F)cc3)c[nH]n2c(=O)c1Cl	-1	2	8	4	-3	4	-2	i	4	-3
CN(CC(=O)Nc1ccccc1Cl)C(=O)c1ccccc1Sc1ccccc1C#N	.	1	5	.	6	.	4	i	-2	-3

# Additional results follow.
SMILES,HSP90 inh,GSK3beta inhib,aSyn 5UTR inh,KLF5 inh,HSF1 inh,IEC-6 cytotox,AI-2 QS modul,PolyA inh,GSK3 alpha inh,HSF-1 act
Cc1ccc(C(=O)CSc2nnc3c4ccccc4nc(Cc4ccccc4)n23)cc1,-2,6,11,-47,-4,0,19,i,0,13
CC1(C)Cc2c(C#N)c(SCCO)nc(N3CCOCC3)c2CO1,-4,4,16,-12,-6,-4,5,i,0,-11
Cc1ccc(C(=O)ON=C2CCN(S(=O)(=O)c3ccccc3)CC2)cc1,3,0,10,-7,-1,-1,21,i,0,5
C/C=C\C(=O)Nc1cccc(C2=NOC3(C2)C[C@H](C(N)=O)N(C(=O)[C@H]2CCC(=O)N2)C3)c1 (some centres undefined),.,3,7,.,-4,.,22,i,-2,-10
OCCNCCSc1ccc(Cl)cc1,4,-1,-5,-7,-8,5,17,i,-3,-1
O=C(Cn1cccc1C(=O)c1ccccc1)NCc1ccco1,0,3,8,-37,-4,3,9,i,2,5
COc1cc(/C=N/NC(=O)CSc2ccccn2)ccc1OC(C)C,-3,1,-33,-33,9,4,22,i,5,20
COC(=O)c1cc(NC(=O)c2c(Cl)cnn2C)cc(C(=O)OC)c1,3,1,14,-26,-3,-1,-2,i,-6,33
COc1ccc(CC(=O)OCC(=O)NCc2ccccc2Cl)cc1OC,-5,-3,-5,-40,-8,-1,10,i,.,1
Nc1cc(C(=O)O)ccc1Sc1ccccc1C(=O)O,3,1,10,-22,-4,-1,21,i,-1,4
Cn1nnnc1SCCNCc1cccnc1,2,2,-9,3,0,-2,10,i,0,5
CN1C(=O)C2C=CC1C1C(=O)N(c3ccccc3)C(=O)C21 (centres undefined),0,-1,-302,-7,-2,4,14,i,-1,-8

# Rewritten with tabs: entries from further up.
Molecule	HSP90 inh	GSK3beta inhib	aSyn 5UTR inh	KLF5 inh	HSF1 inh	IEC-6 cytotox	AI-2 QS modul	PolyA inh	GSK3 alpha inh	HSF-1 act
OCCNCCSc1ccc(Cl)cc1	4	-1	-5	-7	-8	5	17	i	-3	-1
O=C(Cn1cccc1C(=O)c1ccccc1)NCc1ccco1	0	3	8	-37	-4	3	9	i	2	5
COc1cc(/C=N/NC(=O)CSc2ccccn2)ccc1OC(C)C	-3	1	-33	-33	9	4	22	i	5	20

# (cont.)
SMILES,HSP90 inh,GSK3beta inhib,aSyn 5UTR inh,KLF5 inh,HSF1 inh,IEC-6 cytotox,AI-2 QS modul,PolyA inh,GSK3 alpha inh,HSF-1 act
COC(=O)C1CCN(c2ccc([N+](=O)[O-])cc2[N+](=O)[O-])CC1,-3,-2,34,-30,-13,-3,13,i,-1,-4
O=C(NCCCNC(=O)c1ccccn1)c1cccc(F)c1,-3,-3,0,-11,-5,-2,27,i,0,-4
COc1ccc(N2CCN(C(=O)CN3CCN(C(c4ccccc4)c4ccccc4)CC3)CC2)cc1,3,-1,-21,-3,-5,-2,15,i,-3,-10
Cc1c(Cl)c(C(F)(F)F)nn1CC(=O)NN,2,-1,-27,-18,-9,-4,5,i,1,-10
O=C(CCC(=O)N1CCOc2ccccc21)NCCN1CCOCC1,1,1,4,-5,-1,0,5,i,-2,-10
COc1ccc(O)c(/C=C2/SC(=S)N(Cc3ccccc3)C2=O)c1,3,5,-21,-44,-3,0,-2,i,1,21
O=C(NC1CC1)C1=C[C@H](c2csc3ccccc23)C[C@H](OCCCCO)O1,1,-6,2,4,1,1,-4,i,2,-2
O=C(NCc1ccccc1F)C1CCN(S(=O)(=O)c2ccccc2)CC1,-1,3,12,3,2,-4,13,i,0,28
OCC12COC(c3ccccc3)N1C(c1ccccc1)OC2 (centres undefined),0,2,-8,4,8,-3,25,i,-2,0
CCC(C)(C)NC(=O)C(c1ccc(F)cc1)N(Cc1ccco1)C(=O)CCC(=O)Nc1ccccn1 (centres undefined),0,0,-25,2,5,-2,35,i,5,7
Cc1ccc(CN2CCNC(=O)C2CC(=O)NCC(F)(F)F)o1 (centres undefined),2,3,0,-42,4,-4,8,i,0,16
CN1CCN(c2cnn(-c3ccccc3)c(=O)c2Br)CC1,1,-2,-28,-47,4,-4,15,i,2,6
CCC(=NCc1ccc(Cl)c(Cl)c1)c1nc(-c2ccco2)oc1O,-4,0,28,-16,37,-6,3,i,-1,72*
